CIT2-GFP yeast: modulators of CIT2-GFP expression in yeast, primary screen, S. cerevisiae, GFP fusion, multiplex flow cytometry, MLPCN library. S. cerevisiae CIT2-GFP strain, 3 h; 100 means same as DMSO wells. GFP response vs DMSO, % at 10 µM. 0.065% of 320,000 active. AID 2029, 2009;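 active means GFP response relative to DMSO above a set limit, near the screen mean plus 3 SD, cut at about 150% in these data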;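 further: ratio of well median GFP fluorescence to mean of DMSO wells on the plate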
JMJD2C inh: inhibitors of GASC-1 histone demethylase, primary screen, biochemical, fluorescence, DELFIA europium; Lysine-specific demethylase 4C (Homo sapiens), Q9H3R0; GST-JMJD2C(1-420) H3K9me3 demethylation; inhibition, % at 2.35 µM; 0.069% of 330,000 active;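 active means more than half of a compound's replicate wells show inhibition beyond 50%, single wells judged on their own value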;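 further: signal counts dimethyl H3K9 product captured on neutravidin plate; 0% = median of DMSO wells and 100% = 0.3 times that DMSO median; strong numbers were not always called active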
VLA-4 inh: inhibition in human VLA-4 binding assay, primary screen, VLA-4 allosteric modulator project, MLPCN library, flow cytometry, VLA-4 expressing cells; ligand binding flow cytometry; 0.2% of 330,000 active; AID 2557, 2010; inhibition, % (about 7 µM as worked out from the volumes in the protocol); in the data active means inhibition above about 50%
GRK2 aptamer HTS: compounds blocking aptamer binding on GRK2 – biochemical, human GRK2, bead flow cytometry, HTS, primary screen; Beta-adrenergic receptor kinase 1 (Homo sapiens), P25098; FAM-aptamer displacement from GRK2; inhibition of aptamer binding, % at 10 µM; 0.59% of 330,000 active; AID 488847, 2010;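 active means inhibition of aptamer binding above 40%, roughly 3 SD of noise, on plates passing a quality check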;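 further: median bead fluorescence of bound FAM aptamer so fluorescent compounds give negative values; no value below 0 was filed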
Target sequence (P25098 whole entry, looked up): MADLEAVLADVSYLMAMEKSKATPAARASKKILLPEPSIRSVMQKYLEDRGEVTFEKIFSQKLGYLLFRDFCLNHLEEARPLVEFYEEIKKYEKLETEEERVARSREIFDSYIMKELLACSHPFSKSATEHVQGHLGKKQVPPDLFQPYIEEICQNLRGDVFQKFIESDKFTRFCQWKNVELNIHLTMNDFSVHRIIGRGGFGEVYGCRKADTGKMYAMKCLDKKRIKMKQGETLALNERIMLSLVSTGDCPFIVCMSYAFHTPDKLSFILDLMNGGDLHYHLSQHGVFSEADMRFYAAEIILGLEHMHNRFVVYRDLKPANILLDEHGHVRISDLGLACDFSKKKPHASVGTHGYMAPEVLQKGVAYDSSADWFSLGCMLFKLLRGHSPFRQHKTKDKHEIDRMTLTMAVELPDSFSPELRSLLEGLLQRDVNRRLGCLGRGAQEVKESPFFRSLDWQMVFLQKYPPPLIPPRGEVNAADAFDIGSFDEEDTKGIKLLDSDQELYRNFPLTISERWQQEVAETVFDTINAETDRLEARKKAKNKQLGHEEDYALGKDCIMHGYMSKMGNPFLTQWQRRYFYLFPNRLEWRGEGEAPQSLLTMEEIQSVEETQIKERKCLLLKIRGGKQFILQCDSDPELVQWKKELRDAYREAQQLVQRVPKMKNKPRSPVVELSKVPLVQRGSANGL
RPL19A TOR yeast: RPL19A-GFP expression modulators in yeast, primary screen, cell-based, S. cerevisiae, multiplex flow cytometry, MLPCN; 0.3% of 330,000 active; percent response vs DMSO, % at 10 µM; S. cerevisiae RPL19A-GFP strain, 3 h; active compounds read low;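 active means percent response vs DMSO below 50%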;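 further: median channel GFP fluorescence of the barcoded RPL19A-GFP strain; ratio of sample median GFP to plate DMSO average so 100% = DMSO; lower means less RPL19A-GFP as with rapamycin TOR inhibition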
MEP2-GFP yeast: modulators of MEP2-GFP levels in yeast, primary screen, S. cerevisiae, multiplex flow cytometry, MLPCN library; 0.51% of 330,000 active; S. cerevisiae MEP2-GFP strain, 3 h; 100% = DMSO control level; GFP response vs DMSO, % at 10 µM;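 active means GFP response versus DMSO above a set limit, roughly screen mean plus 3 SD, cut at about 180% in these data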;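 further: median GFP fluorescence of the barcode-gated MEP2-GFP cells per well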
AGP1-GFP MLPCN: modulators of AGP1-GFP expression in yeast TOR pathway, primary screen, cell-based, multiplex flow cytometry, S. cerevisiae, MLPCN library. AID 2066, 2009. 3 h; GFP as percent of DMSO wells. 0.02% of 320,000 active. GFP response vs DMSO, % at 10 µM;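 active means GFP response relative to DMSO above a set limit, near screen average plus 3 SD, cut at about 150% in these data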;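 further: median GFP channel fluorescence of the gated AGP1 strain per well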
LAP4-GFP MLPCN: modulators of LAP4-GFP expression in yeast, primary screen, S. cerevisiae, multiplex flow cytometry, MLPCN library. 3 h; median GFP as percent of DMSO wells. GFP response vs DMSO, % at 10 µM. 0.34% of 320,000 active. AID 2023, 2009;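 active means GFP response vs DMSO above a set limit, about the screen mean plus 3 SD, cut at about 150% in these data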
* = called active by the depositor; . = not tested or not shown; & = joins results of further samples.

Key to letters: A = CIT2-GFP yeast; B = JMJD2C inh; C = VLA-4 inh; D = GRK2 aptamer HTS; E = RPL19A TOR yeast; F = MEP2-GFP yeast; G = AGP1-GFP MLPCN; H = LAP4-GFP MLPCN
> COCCNC(=O)C(c1ccc(F)cc1)N(Cc1cccs1)C(=O)CCC(=O)Nc1ccccn1 (centres undefined)
  A = 85	B = 8	C = -3	D = 3	E = 105	F = 106	G = 78	H = 97
> Cc1ccc2c(CN3CCOCC3)cc(=O)oc2c1C
  A = 99	B = -3	C = -8	D = 2	E = 102	F = 100	G = 98	H = 97
> COC(=O)c1sccc1NC(=O)c1ccncc1
  A = 90	B = -2	C = 2	D = 1	E = 97	F = 101	G = 94	H = 95
> Cc1csc(NC(=O)c2cc(-c3ccccc3)nc3ccccc23)n1
  A = 93	B = 22	C = 17	D = 0	E = 97	F = 97	G = 95	H = 101
> COc1ccc2cc(C(c3nnnn3Cc3ccc(F)cc3)N3CCCCCC3)c(=O)[nH]c2c1 (centres undefined)
  A = 101	B = 13	C = -4	D = 0	E = 100	F = 101	G = .	H = 104
> C/C(=N\NC(=O)c1c(C)nc2ccccn12)c1ccccc1F
  A = 106	B = -17	C = 4	D = 0	E = 105	F = 105	G = 104	H = 94
> COc1cc(CNn2c(C)n[nH]c2=S)cc(Br)c1OCc1ccc(F)cc1
  A = 93	B = -23	C = 15	D = 0	E = 100	F = 93	G = 97	H = 89
> Cc1ccc(-n2c(-c3cccnc3)n[nH]c2=S)c(C)c1
  A = 102	B = -4	C = 16	D = 0	E = 98	F = 102	G = 87	H = 77
> COC(=O)CN1C(=O)c2cccc3cccc1c23
  A = 94	B = 115	C = 21	D = 3	E = 99	F = 98	G = 100	H = 94
> CCN(CC)CCN1C(=O)C(=O)/C(=C(/O)c2ccc(F)cc2)C1c1cccnc1 (centres undefined)
  A = 110	B = 14	C = -6	D = 0	E = 99	F = 105	G = 100	H = 105
> CCOC(=O)[C@@H]1[C@H]2COc3ccc(Br)cc3[C@H]2N2C(=O)N(c3ccc(C)cc3)C(=O)[C@@]12C
  A = 98	B = -2	C = 10	D = 0	E = 98	F = 103	G = 110	H = 105
> COc1ccc(-c2noc(C)c2-c2ccc3ccccc3n2)c(O)c1
  A = 99	B = 1	C = -7	D = 0	E = 95	F = 108	G = 77	H = 125
> c1ccc(CC2CCN(C(c3cccs3)c3nnnn3C3CCCC3)CC2)cc1 (centres undefined)
  A = 96	B = -6&2	C = 2	D = 2	E = 99	F = 100	G = 98	H = 100
> O=C(NCc1ccc2c(c1)OCO2)c1cccc(S(=O)(=O)N2CCOCC2)c1
  A = 107	B = 6	C = -6	D = 3	E = 97	F = 97	G = 104	H = 98
> CCN1CCN(CCCNC(=O)C2CCCN(c3nc4c(C)cc(C)cc4s3)C2)CC1 (centres undefined)
  A = 85	B = 6	C = 11	D = 0	E = 92	F = 93	G = 87	H = 94
> CC(C)=C1C2CCC1C1C(=O)N(c3nc(-c4ccc(F)cc4)c(C)s3)C(=O)C21 (centres undefined)
  A = 99	B = 12	C = 5	D = 0	E = 106	F = 104	G = 105	H = 105
> CC1CCCCN1CCCNC(=O)C1CCCN(c2ncnc3c2nc2n3CCCCC2)C1 (centres undefined)
  A = 96	B = -2	C = 4	D = 0	E = 100	F = 96	G = 95	H = 88
> Cc1cc(=O)n2[nH]c(-c3cccnc3)nc2n1
  A = 102	B = -111	C = 7	D = 0	E = 105	F = 106	G = 104	H = 98
> COc1ccccc1NC(=O)Nc1nnc(Cc2ccc(F)cc2)s1
  A = 102	B = 6	C = -8	D = 3	E = 106	F = 110	G = 102	H = 94
> CCC(C(=O)NCCCN1CCN(C)CC1)n1nc(C)c2sc3ccccc3c2c1=O (centres undefined)
  A = 115	B = -1	C = -2	D = 1	E = 93	F = 106	G = 93	H = 83
> COc1ccc(CNc2oc(C)nc2C#N)cc1
  A = 90	B = -8	C = 4	D = 0	E = 90	F = 130	G = 105	H = 119
> O=C(NN=C(Cc1ccccc1)Cc1ccccc1)c1ccccc1O
  A = 96	B = 3	C = 12	D = 2	E = 90	F = 96	G = 102	H = 106
> Cc1cc(C)cc(C(=O)Nn2cnnc2)c1
  A = 92	B = 0	C = 18	D = 1	E = 93	F = 104	G = 87	H = 86
> C(=C\c1ccccc1)/CNn1cnnc1
  A = 107	B = 8	C = -5	D = 4	E = 106	F = 98	G = 104	H = 96
> COC(=O)c1ccc(-n2c(C)cc(C(=O)COC(=O)CC3Sc4ccccc4NC3=O)c2C)cc1 (centres undefined)
  A = 103	B = 4	C = -6	D = 0	E = 103	F = 106	G = 108	H = 98
> CCN(CC(=O)Nc1cc(C)nn1-c1nc(C)cc(C)n1)Cc1ccccc1
  A = 95	B = -6	C = 16	D = 0	E = 99	F = 104	G = 98	H = 97
> O=C(CCCN1C(=O)/C(=C\c2ccccc2)SC1=S)Nc1ccc(O)cc1
  A = 90	B = -4	C = 5	D = 0	E = 92	F = 93	G = 101	H = 108
> Cn1c(=O)cc(OCCCC(=O)N2CCN(c3ccccc3)CC2)c2ccccc21
  A = 100	B = -10	C = 21	D = 1	E = 104	F = 99	G = 99	H = 94
> COCCN(CC1CCCN(C2Cc3ccccc3C2)C1)C(=O)CCC(N)=O (centres undefined)
  A = 99	B = -2	C = 1	D = 0	E = 107	F = 107	G = 104	H = 94
> O=C(/C=C/c1ccccc1)OCCCN=C1NS(=O)(=O)c2ccccc21
  A = 103	B = 7	C = 4	D = 1	E = 102	F = 100	G = 104	H = 105
> O=C(COC(=O)c1cc(S(=O)(=O)N2CCOCC2)ccc1F)c1ccccc1
  A = 96	B = 3	C = -10	D = 4	E = 102	F = 92	G = 104	H = 105
> CCCn1c(SCC(=O)N(CC)CC)nnc1-c1ccncc1
  A = 96	B = -22	C = 9	D = 0	E = 99	F = 90	G = 102	H = 108
> O=C(Nc1cccc([N+](=O)[O-])c1)c1cc(S(=O)(=O)Nc2ccccn2)ccc1Cl
  A = 96	B = -19	C = 15	D = 0	E = 109	F = 107	G = 95	H = 77
> O=C(CCc1ccccc1O)NC1CCCc2ccccc21 (centres undefined)
  A = 101	B = 27	C = 1	D = 0	E = 102	F = 107	G = 103	H = 94
> CC(C)c1c(C(=O)N/N=C/c2cccc3ccccc23)nnn1-c1nonc1N
  A = 105	B = 7	C = 3	D = 0	E = 105	F = 106	G = 103	H = 110
> CC(C)=C1C2C=CC1C1C(=O)N(c3ccc4c(c3)OCO4)C(=O)C21 (centres undefined)
  A = 101	B = -28	C = -2	D = 0	E = 108	F = 104	G = 108	H = 104
> Oc1cccc(/C=N/Nc2cc(N3CCOCC3)nc(N3CCOCC3)n2)c1
  A = 92	B = 8	C = -4	D = 0	E = 96	F = 96	G = 98	H = 101
> Cc1nc(NC(=O)c2oc3ccccc3c2C)sc1C(=O)N(C)C
  A = 97	B = 2	C = -2	D = 0	E = 91	F = 102	G = 95	H = 103
> Cc1ccc(-c2noc(CSc3nnc(-c4cccs4)n3C)n2)cc1
  A = 96	B = 6	C = 23	D = 2	E = 100	F = 100	G = 104	H = 108
> O=C(O)C1C2C=CC(C2)C1C(=O)OCc1ccccc1 (centres undefined)
  A = 109	B = 0	C = -5	D = 0	E = 103	F = 106	G = 101	H = 106
> O=C1CSC(c2cccc(F)c2)N1c1ccc(O)cc1 (centres undefined)
  A = 90	B = 3	C = 3	D = 0	E = 96	F = 95	G = 93	H = 90
> CC(OC(=O)CCOc1ccccc1)C(=O)NC1CC1 (centres undefined)
  A = 101	B = -5	C = 11	D = 1	E = 103	F = 104	G = 103	H = 104
> COc1ccc(-n2cc(-c3ccc(Cl)cc3)[nH]c2=S)cc1
  A = 107	B = 3	C = -5	D = 2	E = 103	F = 110	G = 109	H = 106
> COc1cccc(CNC(=O)CSCC(=O)Nc2ccc(C)cc2)c1
  A = 99	B = -3	C = 31	D = 0	E = 89	F = 93	G = 105	H = 113
> CCn1c(NCCCO)nc2c(c1=O)C(C)(CC)Cc1ccccc1-2 (centres undefined)
  A = 94	B = 0	C = -2	D = 0	E = 99	F = 101	G = 104	H = 97
> C/C(=C(\C#N)C(=O)NCCCN1CCOCC1)N(C)C
  A = 96	B = 9	C = 17	D = 0	E = 95	F = 103	G = 101	H = 103
> CCN(C(=O)COC(=O)c1cc([N+](=O)[O-])ccc1N1CCOCC1)c1ccccc1
  A = 93	B = -3	C = 0	D = 0	E = 99	F = 101	G = 104	H = 101
> Cc1nn2cc(-c3ccccc3)nc2[nH]c1=O
  A = 104	B = 7	C = 8	D = 2	E = 105	F = 122	G = 105	H = 109
> CC(C)CC(=O)Nc1ccc(F)c(Cl)c1
  A = 105	B = -3	C = 12	D = 0	E = 103	F = 105	G = 104	H = 97
> CCN(CC)C(=O)Cn1cc(C(=O)C(=O)N2CCN(c3ccccc3)CC2)c2ccccc21
  A = 103	B = -9	C = -1	D = 0	E = 98	F = 105	G = 98	H = 98

(cont.)
Key to letters: A = CIT2-GFP yeast; B = JMJD2C inh; C = VLA-4 inh; D = GRK2 aptamer HTS; E = RPL19A TOR yeast; F = MEP2-GFP yeast; G = AGP1-GFP MLPCN; H = LAP4-GFP MLPCN
> O=C(NC(CO)(CO)CO)c1coc(=O)c(Br)c1
  A = .	B = -2	C = 20	D = 4	E = 98	F = 94	G = 91	H = 99
> Cc1cccc2cc(CN(Cc3ccco3)C(=O)c3ccco3)c(=O)[nH]c12
  A = 91	B = 8	C = 6	D = 0	E = 94	F = 96	G = 94	H = 94
> CCSc1nnc(-c2cccnc2)n1-c1ccc(Cl)c(C)c1
  A = 99	B = 0	C = 1	D = 0	E = 101	F = 112	G = 104	H = 116
> CC(C)Cc1nnc(NC(=O)CCC(=O)Nc2ccc3cn[nH]c3c2)s1
  A = 88	B = -12	C = -5	D = 5	E = 91	F = 100	G = 99	H = 113
> C=CCn1c(Cc2csc(N)n2)nnc1SCc1ccc(C(=O)OC)cc1
  A = .	B = 7	C = 7	D = 1	E = 98	F = 91	G = 93	H = 89

Results in MEP2-GFP yeast, CIT2-GFP yeast and RPL19A TOR yeast, for five of the compounds above:
mol	MEP2-GFP yeast	CIT2-GFP yeast	RPL19A TOR yeast
COCCN(CC1CCCN(C2Cc3ccccc3C2)C1)C(=O)CCC(N)=O (centres undefined)	107	99	107
c1ccc(CC2CCN(C(c3cccs3)c3nnnn3C3CCCC3)CC2)cc1 (centres undefined)	100	96	99
COC(=O)c1sccc1NC(=O)c1ccncc1	101	90	97
Cc1csc(NC(=O)c2cc(-c3ccccc3)nc3ccccc23)n1	97	93	97
CCN1CCN(CCCNC(=O)C2CCCN(c3nc4c(C)cc(C)cc4s3)C2)CC1 (centres undefined)	93	85	92
